Rin1 Abl inh – inhibitors of Rin1-Abl protein binding, primary screen, biochemical, TR-FRET | actives 0.4% (n = 360,000) | AID 588664, 2011 | inhibition, % at 7.35 µM | Tyrosine-protein kinase ABL1 (Homo sapiens) + Ras and Rab interactor 1 (Homo sapiens), …; in the data active = inhibition above about 5%, passing the limit was not always enough
Target sequence (P00519 whole entry, looked up): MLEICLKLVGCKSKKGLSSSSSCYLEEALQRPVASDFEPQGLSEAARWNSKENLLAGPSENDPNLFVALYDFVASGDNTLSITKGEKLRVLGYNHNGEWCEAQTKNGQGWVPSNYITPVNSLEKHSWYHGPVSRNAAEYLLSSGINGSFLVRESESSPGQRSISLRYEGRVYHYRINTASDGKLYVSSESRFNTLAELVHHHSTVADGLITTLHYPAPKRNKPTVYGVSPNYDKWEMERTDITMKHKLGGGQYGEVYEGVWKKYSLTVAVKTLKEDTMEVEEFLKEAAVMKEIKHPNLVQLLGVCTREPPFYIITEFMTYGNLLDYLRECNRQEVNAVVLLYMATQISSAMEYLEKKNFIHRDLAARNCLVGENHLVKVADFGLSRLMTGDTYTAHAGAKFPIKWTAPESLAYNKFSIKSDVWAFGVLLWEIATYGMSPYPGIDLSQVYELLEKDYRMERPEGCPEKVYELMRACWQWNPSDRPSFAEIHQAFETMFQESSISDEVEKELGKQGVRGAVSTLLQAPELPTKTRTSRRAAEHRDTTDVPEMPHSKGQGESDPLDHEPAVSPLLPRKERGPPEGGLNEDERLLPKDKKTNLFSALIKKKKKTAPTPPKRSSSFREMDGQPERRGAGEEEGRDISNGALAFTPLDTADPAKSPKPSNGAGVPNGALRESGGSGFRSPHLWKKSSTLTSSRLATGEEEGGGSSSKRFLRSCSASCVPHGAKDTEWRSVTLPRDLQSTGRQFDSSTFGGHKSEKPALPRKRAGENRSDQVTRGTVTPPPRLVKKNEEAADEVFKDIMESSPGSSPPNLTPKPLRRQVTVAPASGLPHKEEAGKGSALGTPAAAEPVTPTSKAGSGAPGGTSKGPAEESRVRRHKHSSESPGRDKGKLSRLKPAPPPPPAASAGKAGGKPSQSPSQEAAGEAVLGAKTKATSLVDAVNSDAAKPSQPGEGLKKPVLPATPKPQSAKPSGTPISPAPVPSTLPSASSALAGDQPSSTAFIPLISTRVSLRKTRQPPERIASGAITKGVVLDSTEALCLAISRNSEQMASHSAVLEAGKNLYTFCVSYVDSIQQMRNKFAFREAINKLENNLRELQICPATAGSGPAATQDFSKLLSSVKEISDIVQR
Target sequence (Q13671 whole entry, looked up): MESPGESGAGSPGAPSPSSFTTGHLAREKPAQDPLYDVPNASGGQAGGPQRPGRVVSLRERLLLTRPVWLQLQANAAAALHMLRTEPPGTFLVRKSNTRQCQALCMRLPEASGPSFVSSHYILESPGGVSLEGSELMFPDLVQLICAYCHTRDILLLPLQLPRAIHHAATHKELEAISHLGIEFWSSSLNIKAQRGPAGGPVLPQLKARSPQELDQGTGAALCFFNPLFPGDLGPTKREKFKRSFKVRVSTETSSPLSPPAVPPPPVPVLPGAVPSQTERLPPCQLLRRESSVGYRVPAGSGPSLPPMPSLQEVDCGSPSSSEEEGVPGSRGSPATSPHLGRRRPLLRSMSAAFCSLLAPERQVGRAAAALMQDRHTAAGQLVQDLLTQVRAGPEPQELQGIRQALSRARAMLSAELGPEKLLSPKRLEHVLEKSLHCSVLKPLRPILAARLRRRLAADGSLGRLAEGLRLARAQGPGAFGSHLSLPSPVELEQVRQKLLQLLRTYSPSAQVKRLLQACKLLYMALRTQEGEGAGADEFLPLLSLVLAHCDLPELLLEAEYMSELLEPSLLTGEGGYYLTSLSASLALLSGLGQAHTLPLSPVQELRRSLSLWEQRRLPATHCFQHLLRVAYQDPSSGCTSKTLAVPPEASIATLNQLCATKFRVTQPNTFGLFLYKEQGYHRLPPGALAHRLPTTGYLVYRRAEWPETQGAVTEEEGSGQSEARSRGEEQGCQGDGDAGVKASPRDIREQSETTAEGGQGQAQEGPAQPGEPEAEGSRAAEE
FAS TE block – FAS thioesterase domain inhibitors, primary screen, biochemical, fluorescence intensity, uHTS | recombinant FAS-TE, OMFH fluorogenic substrate, fluorescence endpoint | inhibition, % at 15 µM | actives 0.67% (n = 360,000);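 active = compounds whose normalised, plate-corrected inhibition of enzyme fluorescence in the single-dose primary screen is 50% or more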;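 note: 0% = DMSO with enzyme and 100% = substrate without enzyme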
MsrA act – bovine MsrA enzyme activators, primary screen, biochemical, absorbance, HTS; purified bovine MsrA, absorbance read-out; AID 602163, 2012; actives 0.3% (n = 360,000); activation, % at 10.6 µM; in the data active = activation above about 7.5%;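 note: 0% = vehicle and 100% = reference activator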
PABP1 MLLE inh – inhibitors of PABP1 MLLE–PAM2 peptide binding, primary screen, biochemical, fluorescence polarization, FITC-PAM2, GST-MLLE | inhibition, % at 20 µM | actives 0.36% (n = 360,000); in the data active = inhibition above about 35%, passing the limit was not always enough;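 note: plate controls were DMSO wells with GST-MLLE for no effect and wells lacking GST-MLLE protein for full effect; some results filed as inactive read as strong as hits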
E coli Lon inh – inhibitors of E. coli Lon protease, primary screen, biochemical, fluorescence polarization | P0A9M0 | purified E. coli Lon protease | inhibition, % at 7.94 µM | actives 0.42% (n = 360,000) | AID 602123, 2011; in the data active = inhibition above about 13%, passing the limit was not always enough;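 note: 0% = enzyme with probe and DMSO and 100% = no enzyme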
MT1-MMP act inh – blockers of MT1-MMP proenzyme processing, primary screen, HT1080 RFP-PRO-GFP cells, GFP/RFP fluorescence; Matrix metalloproteinase-14 (Homo sapiens), P50281; GFP/RFP ratio fluorescence, overnight; percent of plate control window, DMSO zero; actives 0.061% (n = 360,000); GFP/RFP ratio change, % at 20 µM;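 active = GFP/RFP ratio change of at least 30% with cell ATP level not reduced by more than half and red fluorescence within 50% of control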; note: strong numbers were not always called active
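system = RFP-PRO-GFP reporter HT1080 cells | dosing = 20 µM single dose, 1% DMSO | timing = overnight cell settling, then overnight compound exposure, 37 °C, 5% CO2 | read-out basis = GFP/RFP fluorescence ratio | controls = DMSO and RFP-L50D-GFP cell wells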
MsrA inh – bovine MsrA enzyme inhibitors, primary screen, biochemical, absorbance, HTS. purified bovine MsrA, absorbance read-out. inhibition, % at 15.5 µM. actives 0.75% (n = 360,000). AID 651718, 2012; in the data active = inhibition above about 4.5%;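 note: 0% = vehicle wells with enzyme and 100% = reference inhibitor wells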
CSN deneddyl inh – inhibitors of CSN-mediated cullin deneddylation, primary screen, biochemical, fluorescence polarization, uHTS; COP9 signalosome complex subunit 5 (Homo sapiens), Q92905; Purified CSN, SCF-Nedd8-OG deneddylation; inhibition, % at 12.5 µM; actives 0.38% (n = 360,000); AID 651999, 2013;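 active = pattern-corrected inhibition above about 35%, with an unprinted fluorescence ratio check between 0.5 and 1.5, limit read from the data, passing the limit was not always enough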;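 note: 0% = enzyme with substrate and 100% = substrate without enzyme; some results filed as inactive read as strong as hits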
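assay system = purified human Csn5 enzyme expressed in HEK293T cells | amount = 0.24 nM enzyme | buffer or medium = Tris/NaCl/DTT buffer, pH 7.5 | reagent = 10 nM SCFSkp2-Nedd8OG | compound = one concentration, 12.5 µM, 0.25% DMSO | times = 90 min reaction at room temperature | signal = FP | read-out basis = % inhibition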
Rpn11 block – Rpn11 (PSMD14) deubiquitinase inhibitors, primary screen, biochemical, fluorescence polarization, uHTS; 26S proteasome non-ATPase regulatory subunit 14 (Homo sapiens), O00487; human 26S proteasome, Ub4-pepOG fluorescence polarization; 20S core pre-blocked with epoxomicin; calls only at 20 µM; actives 0.59% (n = 360,000);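 active = inhibition at 20 µM, scaled to each plate's controls, above about 33%, limit read from the data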
The depositor's hits bear a star; i = inactive; . = no result given; + = active, no number.

SMILES	Rin1 Abl inh	FAS TE block	MsrA act	PABP1 MLLE inh	E coli Lon inh	MT1-MMP act inh	MsrA inh	CSN deneddyl inh	Rpn11 block
CCCc1nc2c(c(=O)c3ccccc3n2C)c(=O)n1-c1cc(C)cc(C)c1	0	6	-12	11	6	4	1.1	1	i
Cc1ccc(-n2c(=O)c3ccccc3n(CC(=O)C(C)(C)C)c2=O)cc1	2	-4	-3	18	-5	2	0.2	-2	i
O=C(CSc1nc(Nc2ccccc2)nc(N2CCOCC2)n1)Nc1ccccc1Cl	5	32	2	-6	-6	-9	-0.4	-2	i
COc1ccc(COC(=O)c2cccc(S(=O)(=O)N3CCCC3)c2)cc1F	0	18	-6	3	-4	2	0.7	-3	i
O=C(COC(=O)C1CC2CCCC(C1)C2=O)NC(=O)c1ccc(OC(F)F)cc1 (stereo not given)	3	-5	-7	7	5	-2	0.2	-1	i
COc1ccc(-c2nnc(COc3ccc4ccccc4c3)o2)cc1OC	4	23	5	1	-6	5	0.1	1	i
O=C(NCc1ccc2c(c1)OCO2)c1ccc2c(c1)OCCO2	2	-7	-3	-2	-3	-3	-0.1	8	i
Cc1ccc(N(C)C(=O)CCS(=O)(=O)c2cc3c(cc2Cl)NC(=O)CO3)cc1	-2	0	-1	2	3	-8	1.1	2	i
CN(Cc1ccccc1NS(=O)(=O)c1ccc(Cl)cc1)C1CCCCC1	3	5	-1	0	-1	-2	0.4	-6	i
CCN(CC)c1ccc(C(=O)OCC(=O)NC(C)(C)C)cc1	-1	-1	-4	7	6	1	2.7	-3	i
Cc1nnc(SCC(=O)N2CCN(S(=O)(=O)c3ccc(Cl)cc3)CC2)n(N)c1=O	-5	1	1	15	-2	3	0.1	1	i
COCCn1c(-c2ccc(OC(F)(F)C(F)C(F)(F)F)cc2)nc2c1c(=O)[nH]c(=O)n2CC(C)C (stereo not given)	5	12	0	2	3	1	0.2	-1	i
CC(C)c1ccccc1OCC(=O)Nc1nnc(C2CC2)s1	2	-3	-9	5	6	3	0.0	-5	i
Cn1c2c(c(=O)c3ccccc31)CCCC2	3	-6	-2	2	-1	1	-0.2	3	i
O=C(CCN1C(=O)c2ccccc2S1(=O)=O)N1CCN(c2ccccc2F)CC1	6	5	-1	6	-8	2	-0.5	-4	i
N=c1n(CCN2CCCCC2)c2ccccc2n1CC(=O)c1cccc([N+](=O)[O-])c1	-3	17	0	1	-5	2	-0.4	1	i
O=C(CN1CCN(S(=O)(=O)c2ccc(F)cc2)CC1)NCc1cccs1	0	-3	-2	17	-2	-7	-0.1	-7	i
Cc1cc(/C(N)=N/OC(=O)Nc2ccccc2)no1	1	-3	-3	7	-5	2	2.7	1	i
Cc1cn([C@H]2C[C@H](O)[C@@H](CNC(=O)[C@H]3CCC(=O)N3)O2)c(=O)[nH]c1=O	0	-9	-1	1	0	1	1.9	-9	i
Cc1[nH]c2ccccc2c1C(=O)CN1C(=O)C(=O)N(C2CCCC2)C1=O	0	2	-8	-3	4	1	-0.3	-5	i

The final 2 compounds of the section before open the next one:
SMILES	Rin1 Abl inh	FAS TE block	MsrA act	PABP1 MLLE inh	E coli Lon inh	MT1-MMP act inh	MsrA inh	CSN deneddyl inh	Rpn11 block
Cc1cn([C@H]2C[C@H](O)[C@@H](CNC(=O)[C@H]3CCC(=O)N3)O2)c(=O)[nH]c1=O	0	-9	-1	1	0	1	1.9	-9	i
Cc1[nH]c2ccccc2c1C(=O)CN1C(=O)C(=O)N(C2CCCC2)C1=O	0	2	-8	-3	4	1	-0.3	-5	i
O=C(C=Cc1ccc(Cl)s1)c1ccc(Cl)s1	5	13	-6	12	-6	-1	0.9	4	i
CCn1c(=S)sc2c(=O)n(CC(=O)Nc3ccccc3C(F)(F)F)c(C)nc21	2	6	7	-3	-5	1	0.8	11	i
C=CCn1c(SCCOc2ccc(OC)cc2)nnc1C(CO)NC(=O)c1ccc(OC)cc1 (stereo not given)	-1	-4	-2	-8	-10	6	-1.4	7	i
Cc1cc(N=Cc2c(O)n(-c3ccc4c(c3)OCO4)c(=O)c3ccccc23)ccn1	-3	-10	2	-43	-1	-4	0.3	21	.
COc1ccc(CCC(=O)N2CCN(S(=O)(=O)c3ccc4ccccc4c3)CC2)cc1	1	14	1	-11	0	-1	0.1	3	i
N#CCCN(Cc1cccnc1)C(=O)Nc1ccccc1	-1	-10	-12	2	-8	-2	1.2	5	i
O=C(C1CCN(CC2CCCCC2)CC1)N1CCCC1	-1	-3	-1	6	2	1	-0.7	5	i
O=C(O)/C=C\C(=O)Nc1cccc(C(=O)Nc2cccc(O)c2)c1	-1	2	-12	6	8	2	0.6	-10	i
O=C(N/N=C/c1ccc(Cl)c([N+](=O)[O-])c1)c1cnccn1	-2	1	-6	5	7	0	1.1	-17	i
CC1CCCN(C(=O)C2CCCN(S(=O)(=O)c3cccc4nsnc34)C2)C1 (stereo not given)	3	-2	-5	7	-9	-3	3.7	-4	i
Cc1ccc(-n2c(C)nnc2SCC(=O)N(C)c2c(N)n(Cc3ccccc3)c(=O)[nH]c2=O)cc1	2	-6	-6	-16	-11	-5	0.0	-4	i
O=C(OCC(=O)N1CCc2ccccc2C1)c1cccs1	1	-6	-10	-1	-7	1	-0.6	-1	i
CC(=O)Nc1ccc(S(=O)(=O)N2CCc3cc4c(cc3C2)OCCCO4)cc1	-1	1	-1	-1	-14	-2	0.2	-1	i
COc1ccc(C)cc1S(=O)(=O)N(C)CC(=O)N1CCC(C(N)=O)CC1	-1	-1	0	16	-3	5	0.2	-2	i
COc1ccccc1-c1c(-c2ccc(OCC(=O)NN)cc2O)n[nH]c1C(F)(F)F	-1	-12	-1	6	-5	9	-0.7	-2	i
CCCOc1ccc(C(=O)NC(=S)N2CCN(c3cc4c(cc3F)c(=O)c(C(=O)O)cn4CC)CC2)cc1	2	-10	1	-105	-2	4	-0.8	-1	+
Cc1ccc(N(C(=O)c2ccc(S(=O)(=O)N3CCOCC3)cc2)C2C=CS(=O)(=O)C2)cc1C (stereo not given)	3	-3	0	-1	-5	-8	-0.1	-2	i
COc1ccc(C(=O)OCC[N+]2(C)CCOCC2)cc1	2	-4	0	-131	4	-2	0.1	1	i
CCn1c(-c2ccccc2)c[nH]c1=S	-1	-7	-1	-55	3	1	-0.3	1	i
Cc1ccnc(NS(=O)(=O)c2ccc(NC(=O)Cc3ccc(F)cc3)cc2)n1	0	-1	-2	-3	-2	2	-0.4	0	i

One compound at a time (already shown):
Listed for Cc1ccc(-n2c(C)nnc2SCC(=O)N(C)c2c(N)n(Cc3ccccc3)c(=O)[nH]c2=O)cc1 : Rin1 Abl inh = 2; FAS TE block = -6; MsrA act = -6; PABP1 MLLE inh = -16; E coli Lon inh = -11; MT1-MMP act inh = -5; MsrA inh = 0.0; CSN deneddyl inh = -4; Rpn11 block = i
Listed for CC1CCCN(C(=O)C2CCCN(S(=O)(=O)c3cccc4nsnc34)C2)C1 (stereo not given) : Rin1 Abl inh = 3; FAS TE block = -2; MsrA act = -5; PABP1 MLLE inh = 7; E coli Lon inh = -9; MT1-MMP act inh = -3; MsrA inh = 3.7; CSN deneddyl inh = -4; Rpn11 block = i
Listed for COc1ccc(C)cc1S(=O)(=O)N(C)CC(=O)N1CCC(C(N)=O)CC1 : Rin1 Abl inh = -1; FAS TE block = -1; MsrA act = 0; PABP1 MLLE inh = 16; E coli Lon inh = -3; MT1-MMP act inh = 5; MsrA inh = 0.2; CSN deneddyl inh = -2; Rpn11 block = i

Additional compounds follow.
SMILES	Rin1 Abl inh	FAS TE block	MsrA act	PABP1 MLLE inh	E coli Lon inh	MT1-MMP act inh	MsrA inh	CSN deneddyl inh	Rpn11 block
COc1ccc(NC(C)=O)cc1NC(=O)c1ccc(C#N)cc1	0	-2	0	-56	6	-3	0.7	0	i
Cc1cc(N2CCN(C)CC2)n2cc(-c3ccc(F)cc3)nc2n1	2	-11	-5	16	-2	0	3.2	-5	i
O=C(O)COc1c(Cl)cc(/C=C2\NC(=O)NC2=O)cc1Br	-9	-12	-5	-14	0	3	3.7	8	i
CCOc1ccc(C(=O)CCC(=O)Nc2ccccc2C)cc1	2	-3	-1	4	-2	-6	-0.5	1	i
COc1ccc(C(CNC(=O)c2ccc(NS(=O)(=O)c3ccc(F)c(C)c3)cc2)N2CCCC2)cc1 (stereo not given)	2	0	5	-15	-3	0	-0.8	-4	i
COC(=O)Cn1c(C(=O)N2CCCC2)cc2c1C[C@H]1CN(C(=O)c3ccccc3)[C@@](Cc3ccc(OC)cc3)(C(=O)OC)[C@@H]21	.	-2	0	.	1	-1	-0.6	-1	.
Cc1ccc(C)c(NC(=O)CCc2ccc(S(=O)(=O)NC3CCCCC3)cc2)c1	2	5	-8	-3	-6	5	0.5	-1	i
Cc1cc(Oc2ccccc2)nc(SCC(N)=O)n1	5	-8	-14	-4	-3	5	-0.3	-3	i
COc1ccccc1NC(=O)c1ccc(S(=O)(=O)N2CCOCC2)cc1	-3	-1	-1	9	5	3	0.8	-4	i
Cc1csc(CNc2ncnc3ccc(-c4cccnc4)cc23)c1	-2	0	-2	5	5	-1	-0.6	2	i

Assay outcomes from PubChem.
